# High-throughput results from PubChem BioAssay.
# NLRP3 yeast inh: NALP3 inhibition in yeast | Yeast reconstituted NLRP3/ASC/caspase-1, beta-gal luminescence, 24 h | inhibition, % at 10 µM | 0.39% of 330,000 active | AID 2825;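 active = inhibition of 50% or more; inactive = inhibition below 50%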;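 note: plate controls were induced DMSO wells for no effect and uninduced yeast grown without galactose for full effect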
# tim10-1 inh: tim10-1 yeast growth inhibition. S. cerevisiae tim10-1 ts strain growth, BacTiter-Glo, 24 h. inhibition, % at 20 µM. 2.2% of 330,000 active;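 active = inhibition of at least 40%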;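 note: mutant grown at 25 °C; 0% = DMSO wells with yeast and 100% = wells holding no yeast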
# mIAP act: mouse IAP activation; 0.24% of 330,000 active; activation factor at 10 µM; muIAP, CDP-Star luminescence, 30 min; stronger effect = higher value; 1 = vehicle-only enzyme signal, 0 = enzyme-free wells;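 active = activation factor of at least 2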; note: the source names both 10 and 20 µM as test concentration; values of inactives mirror those of a sister screen read the other way
#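 System: mouse IAP enzyme. Reagent: CDP-Star chemiluminescent phosphatase substrate. Benchmarks: DMSO wells, no-enzyme wells. Times: 30 min enzyme-substrate-compound incubation at room temperature. Detection: luminescence from enzymatic CDP-Star hydrolysis. Doses: test compounds delivered from DMSO solution.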
# mIAP block: mouse IAP inhibition; AID 2806; purified mouse IAP, CDP-Star luminescence, 30 min; 0.2% of 330,000 active; inhibition, % at 10 µM;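 active = inhibition of at least 40% at 10 µM in the primary screen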;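 note: plate controls were DMSO with enzyme for no effect and no enzyme wells for full effect; values of inactives mirror those of a sister screen read the other way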
# APOBEC3G inh: blocks human APOBEC3G single-stranded DNA deamination; recombinant A3G, ssDNA deamination FAM/TAMRA fluorescence; 0.28% of 330,000 active; inhibition, % at 20 µM; Q9HC16;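 active = inhibition of at least 40% at 20 µM, with no more than 30% in the related APOBEC3A deaminase screen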;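 note: plate controls were DMSO wells with A3G for no effect and wells lacking A3G enzyme for full effect; some compounds called inactive have numbers as strong as hits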
# Target sequence (Q9HC16 whole entry, looked up): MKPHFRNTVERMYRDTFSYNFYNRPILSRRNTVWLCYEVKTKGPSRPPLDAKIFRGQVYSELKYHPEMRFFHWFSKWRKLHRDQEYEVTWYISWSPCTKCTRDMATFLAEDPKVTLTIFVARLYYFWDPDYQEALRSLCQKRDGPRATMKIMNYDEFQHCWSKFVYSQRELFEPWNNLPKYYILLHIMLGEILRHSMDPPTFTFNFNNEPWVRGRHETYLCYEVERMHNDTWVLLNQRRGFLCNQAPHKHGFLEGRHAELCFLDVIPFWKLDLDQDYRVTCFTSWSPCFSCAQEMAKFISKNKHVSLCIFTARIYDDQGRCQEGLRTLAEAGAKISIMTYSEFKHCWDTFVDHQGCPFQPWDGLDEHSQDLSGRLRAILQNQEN
# APOBEC3A inh: human APOBEC3A DNA deaminase inhibition. recombinant A3A, FAM/TAMRA ssDNA deamination fluorescence. P31941. 0.41% of 330,000 active. inhibition, % at 20 µM;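 active = at least 40% inhibition at 20 µM here, with at most 30% in a related deaminase screen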;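 note: plate controls were A3A with DMSO for no effect and wells lacking A3A enzyme for full effect; some results filed as inactive read as strong as hits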
# Target sequence (P31941 whole entry, looked up): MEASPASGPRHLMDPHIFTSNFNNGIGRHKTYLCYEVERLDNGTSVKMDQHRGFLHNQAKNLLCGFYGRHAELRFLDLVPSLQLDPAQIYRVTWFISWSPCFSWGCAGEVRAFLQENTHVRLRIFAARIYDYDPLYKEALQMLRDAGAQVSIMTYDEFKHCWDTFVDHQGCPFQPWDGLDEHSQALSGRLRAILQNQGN
# MIN6 prolif: induces beta-cell replication in MIN6 cells. MIN6 cells proliferation, ATPlite luminescence, 48 h; cells starved in 0.2% serum; 100% = growth in 10% serum. proliferation, % at 10 µM. 0.29% of 330,000 active;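 active = compounds whose signal lies at least 3.5 SD above the mean of all wells on their plate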;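 note: 0% = DMSO-treated cells in low-serum medium and 100% = 10% serum control; some compounds called inactive have numbers as strong as hits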
# TIM10 inh: inhibits growth of TIM10 yeast strain | S. cerevisiae TIM10 strain growth, BacTiter-Glo luminescence, 24 h | inhibition, % at 10 µM | 1.4% of 330,000 active | AID 463195;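 active = inhibition of 40% or more at the single tested concentration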;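 note: wild-type TIM10 isogenic control strain grown at permissive 25 °C; 0% = DMSO yeast wells and 100% = minimal medium wells without yeast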
# hIAP inh: human IAP inhibition; purified IAP, CDP-Star luminescence, 30 min; inhibition, % at 10 µM; 0.12% of 330,000 active; P09923;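 active = inhibition reaching a set limit with compound at 10 µM in the primary screen, cut at about 35% in these data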;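 note: plate controls were DMSO wells with enzyme for no effect and no-enzyme buffer wells for full effect; values of inactives mirror those of a sister screen read the other way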
# An asterisk follows results filed as active; · = not tested or not shown.
entry	Structure	NLRP3 yeast inh	tim10-1 inh	mIAP act	mIAP block	APOBEC3G inh
1	Cc1cccc(NC(=O)c2ccc(N3CCOCC3)c([N+](=O)[O-])c2)n1	4	11	1	-3	-10
2	COc1ccc(CCN2C(=O)CC(N3CCN(S(=O)(=O)c4ccccc4)CC3)C2=O)cc1 (stereo not given)	9	14	0.9	10	-3
3	CCOC(=O)C1=C(C)N=C2SC(C(=O)OC)=CC(=O)N2C1c1cc(OC)c(OC)c(OC)c1 (stereo not given)	4	28	0.83	17	-1
4	Cc1cc(/C=N/n2cnnc2)c(C)n1-c1ccc2c(c1)OCO2	13	-22	0.99	1	-5
5	COc1ccccc1CNC(=O)C1CC2Cn3c(nc4cc5ccccc5cc43)C2N1C (stereo not given)	11	8	1.1	-9	-10
6	Cc1ccc(-c2cc(C(F)F)n3ncc(C(=O)NCc4ccco4)c3n2)cc1	10	10	1	-2	-1
7	Nc1ccc(Sc2ccccc2Cl)nc1	10	8	1.2	-15	-2
8	CC(C)CNC(=O)C1CC(=O)OC12CCCCC2 (stereo not given)	2	5	1	-3	-4
9	CSc1nnc(-c2cccn(Cc3cccc(Cl)c3)c2=O)o1	-11	29	1	0	-3
10	C=CCOc1ccc(/C=N/Nc2ccccn2)cc1OC	17	19	1.1	-7	-10

entry	APOBEC3A inh	MIN6 prolif	TIM10 inh	hIAP inh
1	3	-3	9	18
2	8	-2	5	14
3	0	0	2	-20
4	-2	2	0	19
5	-4	-1	-1	20
6	5	2	6	10
7	-2	0	-12	-15
8	0	1	-4	-2
9	-1	-3	26	3
10	1	-3	22	3

# Other entries:
entry	Structure	NLRP3 yeast inh	tim10-1 inh	mIAP act	mIAP block	APOBEC3G inh
11	Cc1ccccc1CC(=O)c1ccc(O)c(C)c1O	-4	49*	1	-3	-3
12	CCn1c(CC(=O)Nc2cccc(Cl)c2Cl)nnc1SCCOc1ccc(OC)cc1	0	17	0.89	11	7
13	CC(C)n1c(NCc2ccc(N(C)C)cc2)nc2ccccc21	15	2	0.93	7	-6
14	O=C(NCCCn1ccnc1)/C(=C\c1cccnc1)NC(=O)c1ccccc1F	9	-9	0.88	12	-8
15	COc1ccc(CC(=O)N/N=C(\C)c2cccnc2)cc1	1	-9	0.98	2	7
16	COC(=O)c1cc(NS(=O)(=O)c2ccc(OC)c(OC)c2)ccc1Cl	-6	2	1	-3	-5
17	CCN1CCN(CCC(=O)Nc2cc(OC)ccc2OC)CC1	16	-11	0.97	3	-8
18	Cc1nc(SC(C(=O)c2ccccc2)c2ccccc2)nc2ccccc12 (stereo not given)	6	16	0.92	8	-11
19	CNC(=O)COc1ccc(S(=O)(=O)N2CCCC2)cc1	18	-3	1	-2	-1
20	O=c1oc2cc(O)ccc2cc1-c1ccc(F)cc1	30	29	1.2	-17	0

entry	APOBEC3A inh	MIN6 prolif	TIM10 inh	hIAP inh
11	3	1	31	3
12	40	-2	4	9
13	-5	2	-7	17
14	0	-2	6	5
15	6	3	8	5
16	-3	-3	0	17
17	0	-1	-3	4
18	1	0	12	-24
19	-2	2	-4	14
20	2	-1	24	1

# Next section.
entry	Structure	NLRP3 yeast inh	tim10-1 inh	mIAP act	mIAP block	APOBEC3G inh
21	Cc1ccc(C2CC(=O)NC(SCC(=O)OCc3ccccc3)=C2C#N)o1 (stereo not given)	15	38	0.94	6	-5
22	COc1cccc(C2c3c(oc4ccccc4c3=O)C(=O)N2Cc2ccco2)c1 (stereo not given)	2	-5	0.98	2	-3
23	O=C(Oc1ccc2c3c(c(=O)oc2c1)CCCC3)c1cccs1	24	-2	0.97	3	-4
24	CCC(C)NC(=O)Cc1c(OC)ccc2cc(Br)ccc12 (stereo not given)	5	7	1	-2	-6
25	COc1ccc(C(=O)Oc2ccc(C(=S)N3CCCC3)cc2)cc1OC	13	38	0.94	6	-7
26	COc1ccccc1-c1ccc(NC2CCCC2)nn1	8	6	1	-5	1
27	Cn1c(SCC(=O)N2CCCC2=O)nnc1-c1ccccc1F	11	-4	0.99	1	0
28	C[C@H](O)Cc1cc2ccccc2c(=O)o1	0	-5	1.2	-20	-2
29	CC(=O)c1cc2c(cc1NC(=O)CCc1c(C)nc3ncnn3c1C)OCO2	14	0	1.1	-6	-3
30	Cc1cc(C(=O)CSc2nnc(-c3cccnc3)n2-c2ccccc2)c(C)n1CC1CCCO1 (stereo not given)	23	23	1	-4	-6

entry	APOBEC3A inh	MIN6 prolif	TIM10 inh	hIAP inh
21	2	-1	26	-23
22	-3	0	-14	6
23	-3	0	21	-12
24	-1	1	-3	6
25	-2	2	4	4
26	10	0	5	-3
27	-1	-1	-6	-12
28	-1	-4	-3	8
29	0	-1	8	18
30	-4	-2	5	7

# Some of the entries so far, with two lines to a compound:
# Order of values – NLRP3 yeast inh	tim10-1 inh	mIAP act	mIAP block	APOBEC3G inh	APOBEC3A inh	MIN6 prolif	TIM10 inh	hIAP inh
18. Cc1nc(SC(C(=O)c2ccccc2)c2ccccc2)nc2ccccc12 (stereo not given)
  6	16	0.92	8	-11	1	0	12	-24
19. CNC(=O)COc1ccc(S(=O)(=O)N2CCCC2)cc1
  18	-3	1	-2	-1	-2	2	-4	14
20. O=c1oc2cc(O)ccc2cc1-c1ccc(F)cc1
  30	29	1.2	-17	0	2	-1	24	1
21. Cc1ccc(C2CC(=O)NC(SCC(=O)OCc3ccccc3)=C2C#N)o1 (stereo not given)
  15	38	0.94	6	-5	2	-1	26	-23
22. COc1cccc(C2c3c(oc4ccccc4c3=O)C(=O)N2Cc2ccco2)c1 (stereo not given)
  2	-5	0.98	2	-3	-3	0	-14	6
23. O=C(Oc1ccc2c3c(c(=O)oc2c1)CCCC3)c1cccs1
  24	-2	0.97	3	-4	-3	0	21	-12
24. CCC(C)NC(=O)Cc1c(OC)ccc2cc(Br)ccc12 (stereo not given)
  5	7	1	-2	-6	-1	1	-3	6
25. COc1ccc(C(=O)Oc2ccc(C(=S)N3CCCC3)cc2)cc1OC
  13	38	0.94	6	-7	-2	2	4	4
26. COc1ccccc1-c1ccc(NC2CCCC2)nn1
  8	6	1	-5	1	10	0	5	-3
27. Cn1c(SCC(=O)N2CCCC2=O)nnc1-c1ccccc1F
  11	-4	0.99	1	0	-1	-1	-6	-12
28. C[C@H](O)Cc1cc2ccccc2c(=O)o1
  0	-5	1.2	-20	-2	-1	-4	-3	8

# The listing continues.
entry	Structure	NLRP3 yeast inh	tim10-1 inh	mIAP act	mIAP block	APOBEC3G inh
31	O=C(O)CCNC(=O)COc1ccc2c3c(c(=O)oc2c1)CCCC3	3	10	0.97	3	-7
32	O=C(Nc1ccc(N2CCOCC2)c(Cl)c1)c1c(F)c(F)c(F)c(F)c1F	-95	50*	1	-5	-7
33	CCOC(=O)c1cccc(NC(=S)NCc2ccc(C)cc2)c1	26	14	2.4*	-143	-2
34	COc1ccccc1NC(=O)Nc1nc(CC(=O)NC2CCCC2)cs1	18	-16	1.1	-6	-7
35	Cn1cnnc1Sc1ccc(/C=C(\CCC(=O)O)c2nc3ccccc3s2)cc1[N+](=O)[O-]	2	4	1.1	-6	-12
36	CC(C)C[C@H](NC(=O)[C@H](Cc1ccccc1)n1c(=O)[nH]c2ccccc2c1=O)C(=O)N1CCC[C@H]1C(=O)O	2	15	0.91	9	-9
37	CC(=O)N1CCN(C(=O)c2cc(C)oc2C)CC1	0	-10	0.97	3	-4
38	NC(=O)CCc1c[nH]c2ccccc12	23	-1	0.96	4	-3
39	COc1ccc(NC(=O)CSc2nc3ccccc3c(=O)n2CCNC(C)=O)cc1	-3	6	0.95	5	-7
40	Nc1[nH]ncc1N=Nc1ccc(Cl)cc1	23	35	0.99	1	-1

entry	APOBEC3A inh	MIN6 prolif	TIM10 inh	hIAP inh
31	-4	1	6	0
32	-3	-3	32	7
33	1	-3	34	-17
34	-2	9	-7	10
35	3	-1	18	8
36	-3	4	1	14
37	2	2	15	-5
38	-4	-1	-3	2
39	5	2	-1	-5
40	-1	3	33	-39

# More structures follow.
entry	Structure	NLRP3 yeast inh	tim10-1 inh	mIAP act	mIAP block	APOBEC3G inh
41	COc1ccccc1C1CCN(Cc2ccc(Cl)cc2Cl)CC1	2	16	0.93	7	-8
42	Cc1ccc(-c2cc(=O)[nH]c3ccccc23)cc1	17	23	1.1	-15	2
43	Cc1ccccc1Cn1nnc(-c2ccc(F)cc2)n1	-31	8	0.88	12	-1
44	Cc1ncc(/C=C2\C(=O)Nc3ccccc32)[nH]1	-7	12	0.85	15	-6
45	NS(=O)(=O)c1ccc(NC(=O)COC(=O)c2ccc([N+](=O)[O-])s2)cc1	10	-2	1	0	-8
46	CC(=O)c1cccn1S(=O)(=O)c1ccccc1	-14	9	0.94	6	-6
47	CCOc1ccccc1NC(=O)NC1(C(=O)NCc2cccnc2)CCCCC1	17	0	0.95	5	-3
48	CC#CCN1C=C(C(=O)OCC)C(C)N(Cc2ccc(Br)cc2)S1(=O)=O (stereo not given)	·	16	1.1	-8	5
49	O=C(CCN1CCOCC1)Nc1ccccc1	3	2	0.98	2	-4
50	COc1ccc(S(=O)(=O)N2CCN(C(=O)c3oc4ccccc4c3C)CC2)cc1	31	57*	0.96	4	-1

entry	APOBEC3A inh	MIN6 prolif	TIM10 inh	hIAP inh
41	-4	-6	-16	-9
42	-6	-3	7	-14
43	2	-5	5	1
44	-4	-2	29	5
45	-2	3	2	-6
46	0	-4	9	11
47	0	0	12	-2
48	1	·	-9	·
49	6	0	29	-2
50	-1	-3	44*	-4

# (listing goes on)
entry	Structure	NLRP3 yeast inh	tim10-1 inh	mIAP act	mIAP block	APOBEC3G inh
51	Cc1ccc(-n2nnnc2SCC(=O)N2CCCCC2)cc1	-2	0	0.98	2	-3
52	Cc1csc(Sc2ccc([N+](=O)[O-])cc2C(=O)OCC(=O)NC2CCCC(C)C2C)n1 (stereo not given)	11	24	0.96	4	-1
53	CCn1c(SCC(=O)Nc2cc(C)on2)nnc1-c1c[nH]c2ccccc12	3	7	1.1	-8	-6
54	Cc1cc(=O)[nH]c(SCC(=O)NC2CCCCCC2)n1	1	-8	0.98	2	-4
55	Cc1ccccc1NC(=O)Nc1cccs1	2	-3	0.91	9	-9
56	COc1ccc(CCC(=O)Nc2cc(S(=O)(=O)N3CCCCC3)ccc2N(C)C)cc1	-2	17	1.2	-17	-7
57	CC1=C(C)[N+](=O)C2(O)CCCCC2(C)N1[O-] (stereo not given)	12	8	0.96	4	0
58	CCCCCN(C(=O)CCC(=O)OCC(=O)c1cccc(OC)c1)c1c(N)n(CCCC)c(=O)[nH]c1=O	12	10	1	-4	7
59	CC1(C)CC(=O)C=C(NCC(=O)O)C1	5	-3	1.1	-14	-2
60	CCN(CC(=O)Nc1c(F)cccc1F)C(=O)CCSc1ccc(F)cc1	18	12	0.91	9	-7
61	CN(c1ccccc1)S(=O)(=O)c1ccc(C(=O)NNC(=O)c2ccccc2)cc1	-4	5	0.92	8	-5
62	O=C(NNC(=O)C1CCCCC1)c1ccncc1	19	-13	0.98	2	-11

entry	APOBEC3A inh	MIN6 prolif	TIM10 inh	hIAP inh
51	3	1	-2	8
52	5	-3	5	6
53	-4	-6	-6	-2
54	-2	-1	-20	12
55	-3	-2	-9	-9
56	-2	-1	9	3
57	0	-4	6	-27
58	25	1	0	-8
59	4	0	-12	-5
60	0	-3	-1	8
61	-2	5	5	2
62	-4	4	0	-2
